MEX-5 binding – C. elegans MEX-5 TCR-2 RNA binding activity. Q9XUB2. MEX-5/FITC-TCR2 RNA binding, fluorescence polarization; hits give low values. AID 1832. activity score (negative = inhibition of binding), % at 10 µM. hit rate 0.38% among 300,000;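 active = inhibition past about -25% in most replicates, and total fluorescence under double the plate's negative control median, limit read from the data; inconclusive = replicates evenly split on the limit, or fluorescence at least double controls; inactive = too little inhibition in most replicates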;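 note: 0% = DMSO and -100% = 5 µM competing unlabeled TCR2 RNA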
PME-1 inh – PME-1 (human) inhibition; Q9Y570; recombinant PME-1, FP-Rh probe fluorescence polarization; inhibition, % at 5.9 µM; hit rate 0.53% among 320,000; AID 2130;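 active = inhibition above the campaign mean of all compounds plus 3 SD, cut at about 26% in these data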;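 note: competitive labeling of PME-1 active site by serine hydrolase directed probe; 0% = PME-1 with DMSO and 100% = wells lacking PME-1 enzyme; inhibitors block probe labeling so polarization falls and inhibition rises; many of its hits are not listed in these tables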
PAD4 inh – inhibitors of human PAD4 | recombinant PAD4, RCA probe fluorescence polarization | AID 485272 | Q9UM07 | inhibition, % at 6.36 µM | hit rate 0.41% among 330,000;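 active = percent inhibition above a cutoff equal to the mean of all tested compounds plus 3 SD, cut at about 15% in these data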;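 note: 0% = PAD4 with RCA probe and DMSO and 100% = probe without PAD4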
Target sequence (Q9UM07 whole entry, looked up): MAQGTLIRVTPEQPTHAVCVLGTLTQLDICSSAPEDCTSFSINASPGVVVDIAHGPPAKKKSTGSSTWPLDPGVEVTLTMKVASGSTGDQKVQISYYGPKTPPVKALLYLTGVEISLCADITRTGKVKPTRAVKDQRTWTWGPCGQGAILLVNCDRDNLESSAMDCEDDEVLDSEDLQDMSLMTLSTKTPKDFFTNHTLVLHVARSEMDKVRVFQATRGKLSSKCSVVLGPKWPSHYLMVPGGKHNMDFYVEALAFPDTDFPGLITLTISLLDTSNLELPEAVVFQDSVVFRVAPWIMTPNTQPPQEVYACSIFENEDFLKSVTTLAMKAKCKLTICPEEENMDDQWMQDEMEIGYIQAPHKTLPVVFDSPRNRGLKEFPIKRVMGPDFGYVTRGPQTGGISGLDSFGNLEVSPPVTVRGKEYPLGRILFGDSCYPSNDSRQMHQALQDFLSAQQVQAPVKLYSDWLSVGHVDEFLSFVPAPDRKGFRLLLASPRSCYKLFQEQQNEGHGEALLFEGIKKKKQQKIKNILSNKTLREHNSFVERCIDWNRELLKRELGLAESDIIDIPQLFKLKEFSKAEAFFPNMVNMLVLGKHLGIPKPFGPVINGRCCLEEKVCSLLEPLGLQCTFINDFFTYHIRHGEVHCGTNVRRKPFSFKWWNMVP
GLD-1 RNA inh – GLD-1-TGE RNA interaction inhibition (C. elegans); Q17339; purified GLD-1 + fluorescein TGE RNA, fluorescence polarization; inhibition, % at 5.96 µM; hit rate 0.44% among 320,000; AID 2280;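 active = percent inhibition above a per-plate cutoff, the plate mean of test compounds plus 3 SD, cut at about 30% in these data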;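 note: 0% = DMSO wells with GLD-1 and probe and 100% = wells lacking GLD-1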
Target sequence (Q17339 whole entry, looked up): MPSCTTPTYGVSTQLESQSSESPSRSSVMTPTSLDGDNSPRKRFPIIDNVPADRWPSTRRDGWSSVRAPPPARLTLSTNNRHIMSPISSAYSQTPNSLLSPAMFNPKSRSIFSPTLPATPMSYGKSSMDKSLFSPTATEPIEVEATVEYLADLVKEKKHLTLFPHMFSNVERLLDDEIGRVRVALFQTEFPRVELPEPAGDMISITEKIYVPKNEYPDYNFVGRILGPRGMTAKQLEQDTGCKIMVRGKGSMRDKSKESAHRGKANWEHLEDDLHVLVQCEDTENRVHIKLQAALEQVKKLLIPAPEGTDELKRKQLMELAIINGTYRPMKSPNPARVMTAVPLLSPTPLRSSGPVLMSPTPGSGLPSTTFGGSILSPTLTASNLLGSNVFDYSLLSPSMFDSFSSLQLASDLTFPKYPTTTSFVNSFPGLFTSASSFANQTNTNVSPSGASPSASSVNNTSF
Bcl-xL primary – inhibitors of human Bcl-xL | GST-Bcl-xL / FITC-Bim BH3 peptide fluorescence polarization | inhibition, % at 10.9 µM | AID 2129 | hit rate 0.7% among 320,000 | Q07817;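 active = inhibition above the mean of all tested compounds plus 3 SD, cutoff set per campaign, cut at about 30% in these data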;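 note: 0% = DMSO wells and 100% = unlabeled Bim-BH3 peptide competitor; inhibitors lower millipolarization by displacing the labeled peptide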
GSTO1 inh – blocks human GSTO1 in RBBP9 counter-screen | P78417 | recombinant GSTO1, activity-based probe fluorescence polarization | inhibition, % at 5.96 µM | hit rate 1.1% among 300,000 | AID 1974;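 active = inhibition above the campaign mean inhibition plus 3 SD, cut at about 35% in these data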;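 note: 0% = GSTO1-1 with DMSO and 100% = wells lacking GSTO1-1 enzyme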
TPT1 inh – C. albicans TPT1 enzyme inhibition; recombinant caTPT1, FP RNA substrate dephosphorylation; inhibition, % at 5 µM; hit rate 0.81% among 300,000; AID 1962;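 active = inhibition above the mean of all tested compounds plus 3 SD, set per screening campaign, cut at about 24% in these data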;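 note: plate controls were DMSO alone for no effect and ferristatin control at 100 nM for full effect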
MCL1 BIM primary – inhibitors of human MCL1 binding to BIM-BH3 peptide. hit rate 0.68% among 320,000. Q07820. GST-MCL1 / FITC-Bim-BH3 fluorescence polarization. inhibition, % at 10.9 µM;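 active = inhibition above the mean inhibition of all tested compounds plus 3 SD, set per campaign, cut at about 40% in these data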;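 note: 0% = DMSO wells and 100% = unlabeled Bim-BH3 peptide control; higher means more loss of mP so more displacement of Bim peptide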
Fam108B counter – blocks mouse Fam108B hydrolase in RBBP9 counter-screen; recombinant Fam108B, FP-Rh probe fluorescence polarization; hit rate 0.33% among 300,000; inhibition, % at 9.51 µM;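 active = inhibition above the screen mean inhibition plus 3 SD, computed separately per campaign, cut at about 18% in these data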;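 note: inhibitors lower polarization as less probe binds the enzyme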
Active calls of the source: *; ? = inconclusive; . = not tested or not shown. An excerpt, so the mix of outcomes need not match the whole.

SMILES	MEX-5 binding	PME-1 inh	PAD4 inh	GLD-1 RNA inh	Bcl-xL primary	GSTO1 inh	TPT1 inh	MCL1 BIM primary	Fam108B counter
Cc1cc(C)nc(CCNC(=O)c2cc(COc3c(F)cccc3F)on2)n1	0.1	3	-6	-5	2	1	3	-4	-1
CCc1nc(CNC(=O)C2CCC(=O)N(Cc3cccc(OC)c3)C2)no1 (configuration not stated)	-0.2	4	-1	0	-1	-1	-3	5	0
CCn1cc(C(=O)NCc2ccccc2F)c(=O)c2ccc(C)nc21	2.6	-1	-3	2	4	4	-2	-5	-2
COc1cc(/C=N/Nc2ccc(Cl)c(C(=O)O)c2)ccc1OCC(=O)N1C(C)CCCC1C (configuration not stated)	-1.3	1	1	5	7	11	-2	2	1
Cc1cc(NS(=O)(=O)c2ccc(NC(=O)/C=C/c3c(F)cccc3Cl)cc2)nc(C)n1	-2.1	-9	-4	3	1	-18	-1	-1	9
O=C(CCS(=O)(=O)c1ccc(Cl)cc1)Nc1nc(-c2cccnc2)cs1	-1.8	0	4	3	-1	1	1	-1	0
COC(=O)[C@@H](NC(=O)c1ccccc1OC1CCN(S(C)(=O)=O)CC1)C(C)C	1.4	-3	-3	3	0	-3	0	-3	-1
CCOC(=O)C1=C(C)NC(=O)CC1c1ccccc1OC (configuration not stated)	0.1	5	1	1	1	6	1	0	4
Cc1ccc(CSCCNC(=O)/C=C/c2ccccc2Cl)cc1	-1.7	-13	0	2	3	-6	-1	5	-14
CC1COC(Cn2c3ccccc3c3ccccc32)O1 (configuration not stated)	0.2	1	2	8	5	3	-2	2	2
C/C(=N\NC(=O)COc1ccc(C)cc1Br)c1cc([N+](=O)[O-])cs1	-2.0	-3	-5	1	8	3	-4	8	1
O=S(=O)(NC1CCCCC1N1CCCCC1)c1ccccc1 (configuration not stated)	-0.8	-3	-1	0	1	7	0	-1	-3
O=C(CN(C(=O)c1ccc(Cl)cc1)N1C(=O)C2C3C=CC(C3)C2C1=O)c1cccs1 (configuration not stated)	-1.1	-2	-2	1	0	-2	2	-4	-3
Cn1c2ccccc2c2cc([N+](=O)[O-])ccc21	1.1	-1	2	5	0	-6	-2	-3	0
CC1(C)Cc2c(sc(NC(=O)C(C)(C)C)c2C#N)C(C)(C)N1	-1.7	1	-3	1	6	-8	1	5	2
Cc1cc(C)cc(N(C(=O)c2nsc(Cl)c2Cl)C(C(=O)NC2CCCC2)c2ccc(O)cc2)c1 (configuration not stated)	-1.2	-2	-2	0	8	-1	-2	5	-5
Cc1ccc(-c2csc(NCCc3nc4cc(Cl)c(Cl)cc4n3CCOCCO)n2)cc1	0.7	1	1	-3	0	-3	0	10	8
CC(C)NC(=O)N1CCC(n2nccc2NC(=O)CCOc2ccccc2)CC1	1.1	-1	3	1	2	-2	2	1	1
CCOC(=O)C1=C(COC(=O)CCOc2ccc(OC)cc2)NC(=O)NC1C (configuration not stated)	.	2	0	6	-2	.	.	-6	.
O=C(c1ccc([N+](=O)[O-])o1)N1CCN(c2nc3c(Cl)cccc3s2)CC1	-1.7	-1	-4	-1	2	-11	-1	2	1
C/C(=N\NC(=O)c1ccc(CN2CCOCC2)cc1)c1cccc([N+](=O)[O-])c1	2.4	1	-1	-7	1	2	0	-3	-2
O=C(CN1CCN(S(=O)(=O)c2ccccc2)CC1)Nc1ccc([N+](=O)[O-])cc1	1.5	-7	-9	-1	-16	-5	-1	-22	-9
S=C(NCc1ccccc1)N1CCN(C(=S)NCc2ccccc2)CC1	.	-3	-3	5	4	.	.	6	.
COc1ccc(NC(=O)c2cc(-c3ccc(OC)c(OC)c3)nc3ccccc23)c(OC)c1	-0.6	7	8	-7	6	-6	2	3	-7
O=C1Nc2ccc(Cl)cc2C(C#CC2CC2)(C(F)(F)F)O1 (configuration not stated)	-1.0	-3	7	5	5	0	-2	5	3
N#Cc1c(N)nc2c(c1N)CC(=O)N2c1ccccc1-c1ccccc1	0.3	-2	-2	2	2	5	-4	2	6
Cc1nnc(-c2cccc(Br)c2)c2cn(-c3ccc(Br)cc3)nc12	-8.0	-26	-5	-7	9	-3	17	0	-17
CCOC(=O)c1c(C)[nH]c(C2=NNC(=Nc3cccc(Cl)c3)SC2)c1C	-2.2	34*	-30	-5	3	22	1	7	22*
COc1ccc(CCNC(=O)c2cc3cc(F)ccc3nc2C)cc1OC	2.4	-2	-1	2	5	4	2	3	-4
CC(C)(C)c1cc(C(=O)N/N=C/c2ccncc2)n[nH]1	2.6	4	-2	7	3	1	-2	6	-5
CN(Cc1ccccc1)Cc1nc2c([nH]1)c(=O)n(C)c(=O)n2C	-1.0	0	-3	1	3	1	3	12	-2
CCn1ccc(C(=O)Nc2ncc(C)s2)n1	-1.3	1	3	3	5	2	-1	6	-1
O=C(CCS(=O)(=O)Cc1ccccc1F)NCc1ccccc1Cl	-0.6	8	-9	2	3	2	-1	5	-2
Cn1c(NCCCO)nc2c1c(=O)n(Cc1ccccc1F)c(=O)n2C	0.5	-5	1	10	7	2	1	4	-2
COc1ccc(CSc2nc3ccccc3[nH]2)cc1	-0.3	-29	4	1	3	-1	-4	0	3
Cc1cc2cc(CN(CC3CCCO3)C(=S)Nc3ccccc3)c(=O)[nH]c2cc1C (configuration not stated)	0.0	-2	2	1	4	-5	2	5	0
Cc1cccc(N(Cc2ccc(Cl)cc2)S(C)(=O)=O)c1	0.3	0	-6	4	6	-4	-4	1	-1
O=C(c1cccc(NC2=NC3CS(=O)(=O)CC3S2)c1)N1CCN(c2cccc(Cl)c2)CC1 (configuration not stated)	2.7	5	4	2	5	-4	-1	10	6
CCn1c(SCc2ccc(F)cc2)nnc1-c1nn(-c2ccccc2)ccc1=O	0.4	4	-2	-3	-5	2	-1	-28	1
O=C(O)CCCNC(=O)/C(=C\C=C\c1ccccc1)NC(=O)c1ccccc1Cl	-2.1	5	-1	10	5	-4	-3	4	-5
CN(C)CCCN(C(=O)c1ccc(S(=O)(=O)N2CCCCCC2)cc1)c1nc2ccc(Br)cc2s1	0.1	3	-7	9	-4	5	0	-7	-1
CCCCCC(=O)N1CCN(CCN=CC2=C(O)CC(c3ccc(OC)cc3)CC2=O)CC1 (configuration not stated)	-0.3	1	1	2	2	6	-2	5	0
C#CCOc1ccc(/C=C2/C(=O)ON=C2C)cc1OCC	-0.7	-2	-2	-3	4	-7	2	-1	1
CN(C(=O)CSc1nc(-c2ccccc2)c(-c2ccccc2)o1)C1CCS(=O)(=O)C1 (configuration not stated)	0.4	-4	0	-1	1	-5	3	6	1
COc1ccccc1N1N=C(C(=O)c2ccccc2)C2C(=O)N(c3ccc(Br)cc3)C(=O)C21 (configuration not stated)	?	-9	-4	-5	-4	2	10	-15	2
Cn1c(=O)c2c(nc(NCCCN3CCOCC3)n2Cc2cccc(Cl)c2)n(C)c1=O	-1.3	7	-4	1	4	7	0	8	1
O=C(c1cc(-c2ccco2)nc2ccccc12)N1CCN(c2ccc(F)cc2)CC1	1.1	-6	2	2	-1	6	2	0	1
O=C(Nc1ccc(Cl)c(S(=O)(=O)N2CCCCC2)c1)c1cnccn1	.	-3	-2	4	0	.	.	-3	.
O=C(CC(=O)N/N=C/c1ccc(C(=O)O)cc1)NCCc1ccccc1	1.2	-1	3	0	2	3	2	2	-6
CCOC(=O)Cc1csc(NC(=O)CSc2nnc(-c3cccnc3)n2Cc2ccco2)n1	-3.2	-3	-5	4	5	1	-1	5	-2
CC1CCN(S(=O)(=O)c2ccc(C(=O)Nc3nnc(-c4ccco4)o3)cc2)CC1	2.2	3	-3	-2	8	-7	-2	10	3
Cc1cc(=O)c2cc(Br)ccc2[nH]1	0.0	-2	-2	-1	3	6	-4	-2	-1
Cc1[nH]n(-c2c(Cl)cc(Cl)cc2Cl)c(=O)c1C=Nc1ccc(S(=O)(=O)N2CCOCC2)cc1	-0.1	-1	-5	8	5	-3	-1	7	-1
COc1ccc(CCN=C(N)NS(=O)(=O)c2ccccc2)cc1OC	4.7	-6	4	2	-1	3	2	2	2
N=c1c(S(=O)(=O)c2ccc(Cl)cc2)cc2c(=O)n3ccccc3nc2n1C1CCCCC1	-46*	2	2	-1	-2	4	-3	-6	1
CCC(C)C(NC(=O)C1CCC(C)CC1)C(=O)NC(C(=O)OC)C(C)C (configuration not stated)	-2.4	1	-3	-2	5	3	-3	3	-1
CCc1c(C)c2c(C)nn(-c3ccccc3)c2oc1=O	0.0	-1	-3	-2	4	-2	1	6	-4
CCCCOC(=O)C1[C@H]2C(=O)N(Cc3cccs3)C[C@]23C=C[C@H]1O3 (some centres not stated)	2.1	3	-1	1	4	8	-3	5	1
CCCOc1ccc(C(=O)CCC(=O)NNC(=O)c2ccncc2)cc1	0.9	3	1	9	2	0	-1	-1	2
Cn1c(=O)cc(OCCCC(=O)NCc2ccco2)c2ccccc21	0.5	3	-8	-2	6	-3	6	0	-2
Following part.
SMILES	MEX-5 binding	PME-1 inh	PAD4 inh	GLD-1 RNA inh	Bcl-xL primary	GSTO1 inh	TPT1 inh	MCL1 BIM primary	Fam108B counter
COCCn1c(N)c(N(Cc2ccccc2)C(=O)C2=COCCO2)c(=O)[nH]c1=O	-6.3	1	-7	22	3	-6	-3	-13	3
O=C(N/C(=C/c1cccc([N+](=O)[O-])c1)C(=O)N1CCCCC1)c1cccs1	-0.3	0	-1	7	-1	-7	-5	0	-1
COc1ccc(NC(=O)c2c(C(F)(F)F)nn(C)c2Cl)cc1	-0.2	-1	5	3	2	6	-1	0	7
CC1Cc2nc(SCC(=O)N3CCc4ccccc43)n(C)c(=O)c2S1 (configuration not stated)	2.4	15	4	3	5	7	-2	0	3
COc1cc(/C=C2\SC(=S)N(Nc3ncc(C(F)(F)F)cc3Cl)C2=O)cc(OC)c1OC	-1.0	2	-3	-2	-2	-2	6	-3	1
CC1=C(C#N)C(=O)N(C2CCS(=O)(=O)C2)C(=O)/C1=C\c1ccco1 (configuration not stated)	-99*	-20	9	14	49*	87*	74*	105*	65*
CC(C)CN1CCN(Cc2cccc3cccnc23)CC1CCO (configuration not stated)	0.3	1	2	-4	6	5	0	3	4
Cc1nc2c(-c3ccc(F)cc3)c(C)[nH]n2c(=O)c1Cl	-1.0	6	-6	2	5	-2	-2	6	1
COc1ccc(/C=C/C(=O)Nc2nc(C)c(C(=O)N(C)C)s2)cc1OC	1.9	1	1	2	4	5	-1	5	0
Cc1ccc(C(=O)c2cc3ccccc3o2)cc1C	-0.5	-2	4	11	0	-5	-1	0	-3
COc1ccccc1N(C)C(=O)c1cc(S(=O)(=O)N2CCc3ccccc32)cn1C	1.6	5	2	10	4	8	-2	1	0
FC(F)(F)c1ccc(-n2ccnc2)nc1	1.5	-4	3	-3	4	4	-7	-5	-2
COc1ccccc1C(=O)NC(=O)COC(=O)CCNS(=O)(=O)c1ccccc1	2.3	1	4	-1	3	-1	2	-5	1
Cc1cc(C)cc(NC(=O)CSc2nc(=O)n(CCN3CCOCC3)c3c2CCCC3)c1	1.0	-1	3	1	5	8	2	0	3
Cc1cccn2c(=O)c3cc(C(=O)NC4CCS(=O)(=O)C4)sc3nc12 (configuration not stated)	-0.5	0	5	-2	3	7	1	5	0
CCOc1ccc(-c2noc(CCCC(=O)NCC3CCCO3)n2)cc1OC (configuration not stated)	0.6	-10	-3	2	3	2	-1	-4	3

Screens: PubChem, several laboratories
